Sm TGR block = blocks Schistosoma mansoni thioredoxin glutathione reductase | AID 485364 | 3% of 360,000 active | Q962Y6 | Potency, µM (doses to about 114 µM), for the others: at the highest dose activity change, negative = inhibition, most hits filed as inhibitors | purified TGR, DTNB reduction, TNB absorbance 405 nm; note: nearly all actives have a fitted effect of over 60% in size
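First, TGR (20 nM dispensed) and NADPH were mixed with compound. Second, a 15 min room-temperature incubation followed. Third, further NADPH and then DTNB were added to start the reaction. Finally, TNB absorbance was monitored kinetically.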
Tb PYK inh = T. brucei pyruvate kinase inhibition. Q57TT1. TbPYK enzyme, Kinase-Glo Plus ATP luminescence, 45 min. Potency, µM (highest dose often 76.8 µM), without a hit: at the highest dose activity, negative = inhibition, usual class: inhibitors. 0.12% of 410,000 active; note: nearly all actives have a fitted effect of over 50% in size
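Assay buffer: 50 mM TEA pH 7.2, 100 mM KCl, 10 mM MgCl2, 0.05% BSA, 0.01% Tween-20. Pyruvate kinase from T. brucei plus substrate met compound, then ADP (130 uM final). Luminescence was read post 45 min RT.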
Pf growth 96h = P. falciparum growth inhibition at 96 hours; P. falciparum luciferase reporter growth, 96 h; Potency, µM (highest dose often 28.7 µM), without a hit: top-dose activity change, negative = inhibition, actives largely listed as inhibitors; 6.9% of 320,000 active; AID 504834
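Two-generation exposure (96 h) targets delayed-death phenotype. Reporter parasites carrying integrated firefly luciferase, in red cells at 2% hematocrit and 0.05% parasitemia final, kept at 37 C, 5% CO2; luminescence loss indicates inhibition.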
LmPK inhibitor = LmPK (Leishmania mexicana) enzyme inhibition; Q27686; purified LmPK, Kinase-Glo ATP luminescence, 1 h; Potency, µM (highest dose often 57.5 µM), without a hit: at the highest dose activity change, negative = inhibition, hits mostly inhibitors; 0.37% of 290,000 active; AID 1721
Target sequence (Q27686 whole entry, looked up): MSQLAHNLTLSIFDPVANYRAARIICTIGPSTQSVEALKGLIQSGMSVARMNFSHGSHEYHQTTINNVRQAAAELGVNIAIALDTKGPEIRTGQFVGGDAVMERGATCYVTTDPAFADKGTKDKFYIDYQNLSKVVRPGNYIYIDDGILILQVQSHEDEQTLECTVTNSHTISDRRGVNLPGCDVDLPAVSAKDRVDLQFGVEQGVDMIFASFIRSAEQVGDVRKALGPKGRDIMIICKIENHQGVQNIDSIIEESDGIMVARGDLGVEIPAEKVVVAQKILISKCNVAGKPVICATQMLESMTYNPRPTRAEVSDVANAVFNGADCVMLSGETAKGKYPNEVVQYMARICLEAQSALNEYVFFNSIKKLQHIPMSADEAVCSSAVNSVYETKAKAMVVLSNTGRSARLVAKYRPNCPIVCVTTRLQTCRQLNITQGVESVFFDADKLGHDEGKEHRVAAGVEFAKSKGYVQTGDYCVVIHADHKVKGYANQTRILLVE
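ATP generated from ADP (0.1 mM) and PEP (0.5 mM) by 0.1 nM LmPK over 1 h at room temperature (pH 7.2 imidazole buffer) was detected by coupled luciferase luminescence. Values were normalized to uninhibited and no-enzyme wells.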
HCV inhibitor = inhibitors of hepatitis C virus infection | Huh7.5.1 HCVcc-Cre infection, luciferase reporter, 44 h | Potency, µM (top dose mostly 41.8 µM), for inactives: top-dose activity change, negative = inhibition, actives largely listed as inhibitors | 3.4% of 340,000 active
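Infectious HCV cell culture screen: compound-treated cells (1,000/well, pre-plated 4 h) are infected with HCVcc-Cre at roughly 0.5 moi and grown 44 h. Infection is quantified by luciferase signal after 15 min substrate incubation at room temperature.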
Pf growth 48h = inhibits P. falciparum growth in the first generation, 48 h; P. falciparum luciferase growth in erythrocytes, 48 h; Potency, µM (titrated, usually from 28.7 µM), inactives show top-dose activity change, negative = inhibition, hits mostly inhibitors; 5.9% of 310,000 active
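Growth was read as firefly luciferase luminescence after a 48 h, 37 C, 5% CO2 exposure of compounds to reporter-bearing P. falciparum cultures (0.1% parasitemia, 2% hematocrit final) in Albumax-supplemented RPMI 1640.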
An asterisk follows results filed as active; ? = inconclusive; / = no result given; & = joins results of further samples; [ ] = remark or other dose. Calls come from the whole dose curve; as a rule, active = well fitted curve in the direction sought with a large enough effect; inconclusive = small, poorly fitted or top-dose-only effect, or another doubt; inactive = no such curve, though single readings can be large; an effect the other way counts as inactive or inconclusive. % is set by controls: 0 for no effect and ±100 for the full control effect; potency is the fitted concentration of half-maximal effect.

Preview, 4 compounds:
SMILES	Sm TGR block	Tb PYK inh	Pf growth 96h	LmPK inhibitor	HCV inhibitor	Pf growth 48h
COC(=O)C[C@](O)(CCCC(C)(C)O)C(=O)O[C@@H]1C(OC)=C[C@]23CCCN2CCc2cc4c(cc2[C@H]13)OCO4	/	-4%	0.0067µM*	/	/	0.0095µM*
Cn1c(=O)n(C)c2cc(C(=O)c3ccccc3)ccc21	-4%	1%	?	1%	-14%	-4%
COc1ccccc1OCC(=O)N(Cc1nc(-c2ccc(Cl)cc2)no1)C(C)C	5%	-8%	4.1µM*	13%	?	/
COc1ccc(Cl)cc1NC(=O)CN1CCc2ccccc21	-5%	6%	25%	0%	?	5%

The list itself, from the start:
SMILES	Sm TGR block	Tb PYK inh	Pf growth 96h	LmPK inhibitor	HCV inhibitor	Pf growth 48h
COC(=O)C[C@](O)(CCCC(C)(C)O)C(=O)O[C@@H]1C(OC)=C[C@]23CCCN2CCc2cc4c(cc2[C@H]13)OCO4	/	-4%	0.0067µM*	/	/	0.0095µM*
Cn1c(=O)n(C)c2cc(C(=O)c3ccccc3)ccc21	-4%	1%	?	1%	-14%	-4%
COc1ccccc1OCC(=O)N(Cc1nc(-c2ccc(Cl)cc2)no1)C(C)C	5%	-8%	4.1µM*	13%	?	/
COc1ccc(Cl)cc1NC(=O)CN1CCc2ccccc21	-5%	6%	25%	0%	?	5%
NC(=O)OCC(O)COc1ccc(Cl)cc1 (stereo not given)	-4%	5%	18%	/	15%	3%
Nc1c(Br)cc(Br)cc1CNC1CCC(O)CC1 (stereo not given)	6%&7%	2%&-9%&19%	?	-11%	5%&10%	?
O=C(O)c1ccccc1C(=O)Nc1ccc(-n2nccc2C(F)(F)F)cc1	7%	3%	7%	-6%	7%	12%
Cc1ccc(-c2ccc(/C=C3/NC(=O)NC3=O)o2)cc1[N+](=O)[O-]	-11%	1%	-3%	2%	-11%	?
O=C1N(c2ccc(Cl)c(Cl)c2)CN(Cc2ccccc2)CN1n1cnnc1	0%	-9%	?	-1%	6%	1%
Cc1noc(C)c1CSc1nc2ccccc2s1	0%	-2%	11%	-3%	0%	1%
CC(C)n1c(=S)[nH]c2cc(Cl)ccc21	-9%	?	?	?	3%	?
COc1ccccc1CC(NC(C)=O)C(=O)N1CCN(C(=O)Nc2ccccc2Cl)CC1 (stereo not given)	-1%	5%	53%[activator][5.75 µM]	2%	7%	?
COc1ccc(S(=O)(=O)Nc2ccc3c(c2)OCO3)cc1C	-15%	-3%	2%	3%	-24%	/
C=CCn1c(NCCO)nc2sc3c(c2c1=O)CCC3	-1%	-12%	6%	-2%	?	3%
CC1(C)Cc2c(sc3nc4n(c(=N)c23)CCCCC4)CO1	-16%	-4%	-12%	0%	3%	/
CO/N=C(/C(=O)N[C@@H]1C(=O)N2C(C(=O)O)=CCS[C@H]12)c1csc(N)n1	/	-7%	-13%	/	/	-21%
Cc1ccc2c(c1)nnn2C1CCN(S(=O)(=O)c2ccc(C(=O)N3C(C)CCCC3C)cc2)CC1 (stereo not given)	-2%	-3%	?	1%	6.3µM*	?
O=C(CCS(=O)(=O)c1ccccc1F)Nc1ccc(N2CCN(Cc3ccccc3)CC2)cc1	-18%	2%	?	/	?	?
COc1cccc(CNC(=O)c2ccccc2SCC(=O)N2CCCC2)c1	-1%	0%	11%	/	?	-6%
CC(=O)OCCCn1c(C)[n+](C)c2cc(Cl)c(Cl)cc21	-4%	-5%	37%[activator]	2%	14%	5.2µM*
Nc1cc2c(cc1O)CCCC2	40µM*	-25%	?	-15%	9%	?
CN(C(=O)Cn1cnc2ccccc2c1=O)C1CCS(=O)(=O)C1 (stereo not given)	-3%	-6%	69%[activator]	/	31%[activator]	38%[activator]
CCOc1ccc(OCc2cccc(C(=O)N3CCCCCC3)c2)cc1	-1%	-2%	12%	-6%	-34%	302%[activator]
CCCCC1C(=O)N(c2ccccc2)N(c2ccc(O)cc2)C1=O (stereo not given)	10µM*	?	22%	/	?	9%
COC(=O)c1c(C)[nH]c(C(=O)C(C)OC(=O)C2CC2)c1C (stereo not given)	4%	3%	41%[activator]	/	4%	?

Remaining list, next part:
SMILES	Sm TGR block	Tb PYK inh	Pf growth 96h	LmPK inhibitor	HCV inhibitor	Pf growth 48h
COc1ccc(CN2C(=O)c3c(c(C)n(C)c3C)C2C(=O)NC2CCC(C)CC2)cc1 (stereo not given)	5%	4%	31%[activator]	-2%[11.5 µM]	0%	29%
O=C(Cn1nnc(-c2ccccc2F)n1)Nc1ccc2c(c1)OCO2	6%[11.4 µM]	14%	22%	0%	9%	/
C=CCOc1ccccc1/C=N/NC(=O)Cc1ccc(C)cc1	2%	8%	1%	1%	?	0%
Cc1cc(NC(=O)CCCOc2ccc(Cl)cc2Cl)no1	-6%	-3%	-11%	3%	24%&9%	?
COc1cc(C(=O)OCC(=O)Nc2cc(C)on2)cc(OC)c1OC	8%	1%	?	-3%	16%	37%[activator]
COC(=O)c1ccccc1N=Cc1c(O)[nH]c(=S)[nH]c1=O	?	3%	8%	0%	18%	29%
COc1cccc(C(C(=O)NC2CCCCC2)N(C(=O)c2csnn2)C2CC2)c1 (stereo not given)	4%	-1%	-27%	0%	1%	-3%
COc1ccc(-c2c(C(=O)O)c(-c3ccccc3)cn2C)cc1	0%	2%	113%[activator]	/	46%[activator]	62%[activator]
CCN(CC)C(=O)c1ccc2c(=O)n(Cc3cccc(Br)c3)c(=S)[nH]c2c1	3%	-19%	-3%	-1%	-16%	?
COc1ccc(CN2C(=O)CN=C2Nc2ccc(C)cc2C)cc1	-3%	-3%	-4%	1%	0%&3%	-3%
O=[N+]([O-])c1ccc(C2NS(=O)(=O)N=C3CCCCCN32)cc1 (stereo not given)	7%	3%	60%	0%	5%	29%
CCOC(=O)C1C(=O)C=C(c2ccc([N+](=O)[O-])cc2)CC1c1ccccc1 (stereo not given)	-5%	-5%	0%	7%	?	?
CCCCC(=O)NC1(C(F)(F)F)NC(=O)N(C)C1=O (stereo not given)	?	7%	-9%	-2%	1%	0%
CCCCCC(=O)NNC(=S)NC(=O)c1ccc([N+](=O)[O-])cc1	?	?	8%	5%	-10%	-13%
Cc1ccc2nc(SCC(=O)OCc3ccccc3)nc(=O)n2c1	0%	-7%	5%	/	5%	3%
CCOC(=O)CNC(=O)CNC(=O)Cn1ccc2ccccc2c1=O	2%	1%	23%	-6%	11%	/
Cc1ccc(CCNC(=O)C2CCN(S(=O)(=O)N3CCCC3)CC2)cc1	4%	3%	-9%	0%	-14%	3%
FC(F)(F)c1cc(-c2ccco2)nc(NCCc2ccccc2)n1	-1%	-2%	-4%	0%	?	28%
CC(Sc1nc(-c2ccc(F)cc2)cs1)C(=O)Nc1ccc(Cl)cn1 (stereo not given)	0%	0%	?	-4%	-5%	19%
S=c1[nH]nc(-c2ccncc2)n1/N=C/c1cn(-c2ccccc2)nc1-c1ccccc1	3%	-36%	?	2%	-7%	?
COCCn1c(=NC(=O)c2nc3ccccc3s2)sc2cc(S(C)(=O)=O)ccc21	1%	-1%	?	8%	-26%	6%
CC(=O)Nc1ccc(S(=O)(=O)NNC(=O)COc2cccc3ccccc23)cc1	-6%	-5%	?	-1%	2%	9%
CCC(=O)Nc1ccc(NC(=O)CSc2nnnn2Cc2ccccc2)cc1C	7%	1%	2%	7%	-20%	28%
O=C(COC(=O)/C=C/c1cccc(Cl)c1)NCCc1ccccc1	?	-16%	32%[activator]	-1%	0%	8%
CCN(CC)S(=O)(=O)c1ccc(OC)c(NC(=O)c2cn(CC)c3nc(C)ccc3c2=O)c1	3%	-5%	2%	-3%	8%	7%

Given comma-delimited: entries from further up.
Molecule,Sm TGR block,Tb PYK inh,Pf growth 96h,LmPK inhibitor,HCV inhibitor,Pf growth 48h
Cn1c(=O)n(C)c2cc(C(=O)c3ccccc3)ccc21,-4%,1%,?,1%,-14%,-4%
COc1ccccc1OCC(=O)N(Cc1nc(-c2ccc(Cl)cc2)no1)C(C)C,5%,-8%,4.1µM*,13%,?,/
COc1ccc(Cl)cc1NC(=O)CN1CCc2ccccc21,-5%,6%,25%,0%,?,5%
NC(=O)OCC(O)COc1ccc(Cl)cc1 (stereo not given),-4%,5%,18%,/,15%,3%
Nc1c(Br)cc(Br)cc1CNC1CCC(O)CC1 (stereo not given),6%&7%,2%&-9%&19%,?,-11%,5%&10%,?

Next part
SMILES	Sm TGR block	Tb PYK inh	Pf growth 96h	LmPK inhibitor	HCV inhibitor	Pf growth 48h
COc1ccc(C(CC(=O)NCc2ccccc2)Sc2n[nH]c(-c3ccccc3)n2)cc1 (stereo not given)	-13%	0%	?	2%	7%	-8%
CCOC(=O)c1sc(NC(=O)c2cc(-c3ccc(C)cc3)nc3ccccc23)c(C#N)c1C	11%	-22%	14%	5%	12%	?
COc1ccc(CCNC(=O)CSc2nc(C)cc(C)n2)cc1OC	/	8%	16%	0%	-3%	17%
Cc1cc(C)n(-c2nc3ccccc3c(=O)n2OCC(=O)Nc2c(C)cccc2C)n1	-17%	6%	13µM*	1%	-9%	?
CNC(=S)N1CCC(n2cnc3ccccc32)CC1	10%	-3%	130%[activator]	3%	-4%	3%
O=C1OC(c2ccccc2)=C/C1=C/N1CCCCC1	?	0%	-16%	-3%	?	140%[activator]
Cc1cccnc1NC(=O)CNC(=O)COc1ccccc1	-1%	-6%	26%	/	16%	18%
COc1ccc(OCC(=O)NNC(=S)NC(=O)c2ccc(Br)o2)cc1	?	-4%	-24%	-5%	?	11%
COc1ccc2cc(C(=O)Nc3ccc(Cl)cc3)sc(=O)c2c1OC	1%	-1%	33%[activator]	6%	30%[activator]	-4%
CCOc1ccc2nc(SCC(=O)NC3CCS(=O)(=O)C3)[nH]c2c1 (stereo not given)	5%	1%	14%	3%	19%	18%
CC(C)Cn1c(/C=C/c2ccco2)nc2ccccc21	7.9µM*	-19%	?	-3%	-3%	18%
COC(=O)CC1C(=O)NCCN1C(=O)c1cc(OC)c(OC)cc1OC (stereo not given)	6%	-8%	-5%	0%	12%	?
CCc1ccc(NC(=S)N(CCCN2CCN(C)CC2)Cc2cccs2)cc1	6%	4%	?	-5%	?	?
OCC1OC(n2cnc3c(=S)nc[nH]c32)C(O)C1O (stereo not given)	/	?	9.5µM*	/	/	?
Cc1cccc(Cn2c(=O)n(-c3ccc(CC(=O)NCc4ccco4)cc3)c(=O)c3sccc32)c1	-10%	-1%	?	-2%	?	/
O=C(/C=C/c1ccc([N+](=O)[O-])cc1)NCc1ccccn1	2%	-3%	-17%	-6%	21%	13%
COc1cc(/C=C2\OC(=O)c3c(OC)cccc32)ccc1O	-7%	-1%	?	-5%	?	/
COc1ccc(OC)c(C2C(C(C)=O)=C(O)C(=O)N2Cc2cccnc2)c1 (stereo not given)	-25%[11.4 µM]	3%	-22%	9%	12%	/
CC1(C)NC(=O)N(CC(O)CNC23CC4CC(CC(C4)C2)C3)C1=O (stereo not given)	-2%	0%	/	-2%	16%	5%
O=[N+]([O-])c1cc(S(=O)(=O)N2CCOCC2)ccc1N1CCCC1	-3%	-1%	-9%	-7%	7%	39%
CCC(=O)Nc1cc(-c2nn(C)c(=O)c3ccccc23)ccc1OC	-1%	-1%	?	-1%	-18%	0%
CCCn1nnnc1NCc1ccc(N(CC)CC)cc1	-9%	-5%	3%	1%	1%	-11%
COc1ccc(Nc2nc(OC)nc(N3CCOCC3)n2)cc1	9%	17%	-11%	4%	0%	-4%
CC(C)C[C@@]12C(=O)N(c3cccc(Cl)c3)C(=O)N1[C@H](c1ccc(Cl)cc1)[C@@H]1C(=O)N(C3CCCCC3)C(=O)[C@@H]12	7%	7%	64%[activator]	/	1%	?
